# Tb PFK block – blocks T. brucei phosphofructokinase | O15648 | T. brucei PFK, ADP-Glo luminescence | Potency, µM (highest dose often 57.5 µM), without a hit: at the top dose activity, negative = inhibition, actives largely listed as inhibitors | 330,000 tested, 0.17% active | AID 485367;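 further: potency means the concentration at half of the fitted maximal effect; 0% = uninhibited 1x PFK enzyme wells and -100% = no-enzyme wells; nearly all actives have a fitted effect of over 60% in size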
#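 1.25 nM PFK with 0.5 mM F6P and 0.1 mM ATP in 0.1 M TEA pH 8.0, 5 mM MgCl2, incubated 45 min at room temperature; ADP measured by ADP-Glo luminescence; compounds titrated up to 57 uM.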
# KCNH2 WT inh – KCNH2 (human, wildtype) channel inhibition; U2OS, BacMam KCNH2, thallium flux FluxOr; stronger effect = lower value; activity change, % at 1.84 µM; 340,000 tested, 0.37% active; Q12809;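 active means maximum activity change below -70%; inconclusive means maximum activity change between -70% and -50%; inactive means maximum activity change above -50%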; further: on the % scale 0 is the no-effect control and ±100 the full control effect
#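 U2OS cells transduced with wild-type KCNH2 virus are loaded with FluxOr dye for 45 min, and thallium flux is measured in kinetic reads before and after stimulation buffer. Rate constants are normalized to DMSO controls.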
# GALK inhibitor – galactokinase (human) inhibition; Potency, µM (titrated, usually from 57.5 µM), without a hit: top-dose activity change, negative = inhibition, most hits filed as inhibitors; Purified GALK, Kinase-Glo residual ATP luminescence; 270,000 tested, 0.007% active; AID 1868; further: potency means the concentration at half of the fitted maximal effect; on the % scale 0 is the no-effect control and ±100 the full control effect
#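 Human GALK (5 nM) with 35 uM ATP and 100 uM galactose in 20 mM HEPES pH 8.0, 5 mM MgCl2, 60 mM NaCl, 1 mM DTT, 0.01% BSA. After 1 h at room temperature, leftover ATP was read by Kinase-Glo Plus luminescence.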
# BCR signal inh – inhibitors of chronic active B-cell receptor signaling; ABC-DLBCL IkBa-CBG/CBR reporter, luminescence ratio, 4 h; Potency, µM (series often up to 46.1 µM), without a hit: at the highest dose ratio change, negative = lower green/red ratio, most hits filed as inhibitors; 340,000 tested, 0.05% active; AID 493014; active means well fitted inhibition curve with a large enough effect in the signal ratio, with a control signal flat, not every such curve was filed as active; inconclusive means small, poorly fitted or top-dose-only effect, or effect the other way, or a change in a side signal; the % refers to the signal ratio;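 further: potency means the concentration at half of the fitted maximal effect; plate controls were basal doxycycline-induced cells for no effect and cells given 10 µM MG132 for full effect; MG132 reads +100%, hits lower the ratio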
#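 TMD8 ABC-DLBCL cells carrying doxycycline-inducible green luciferase fused to IkappaBalpha plus unfused red luciferase were exposed to compounds (up to 46 uM) for 4 hrs at 37C. Activity came from the overlap-corrected green/red luminescence ratio.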
# TCR act – activates T cell receptor signaling. primary human leukocytes, anti-CD3, IL-2 HTRF, 48 h. Potency, µM (series often up to 9.22 µM), for the others: at the top dose activation of IL-2 secretion, usual class: activators. 330,000 tested, under 10 active. AID 504894; further: % of control where 0% means no effect
#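 Compounds are tested in HTS on primary human leukocytes co-incubated with a-CD3 beads for 48 hr. IL-2 output is measured by time-resolved FRET.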
# CXXC DNA block – blocks binding of human MLL CXXC domain to DNA; Q03164; Potency, µM (titrated, usually from 115 µM), inactives show at the highest dose activity change, negative = inhibition, actives largely listed as inhibitors; 290,000 tested, 0.037% active; AID 2662; MLL-CXXC / FITC-HOXA9 DNA fluorescence polarization; active means well fitted inhibition curve with a large enough effect in the polarisation, with a control signal flat, not every such curve was filed as active; inconclusive means small, poorly fitted or top-dose-only effect, or effect the other way, or a change in a side signal; inactive means no such curve, though single readings can be large or run the other way; the % refers to the polarisation; further: potency means the concentration at half of the fitted maximal effect
#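 Purified MLL-CXXC (added from a 7 uM solution) was preincubated 5 min at ambient with pinned compounds in 50 mM Tris-HCl pH 7.5, 50 mM NaCl, 1 mM DTT, 0.05% BSA. Fluorescein-labeled HOX-A9 DNA (50 nM solution) followed, 30 min, then polarization read.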
# A-T KAP1 phos – candidate therapy for ataxia-telangiectasia. Potency, µM (titrated, usually from 57.5 µM), without a hit: at the top dose activation, hits mostly activators. AID 485349. 320,000 tested, 0.19% active. […] A-T fibroblasts, KAP-1 phosphorylation AlphaLISA; neocarzinostatin DNA damage 30 min before lysis; further: potency means the concentration at half of the fitted maximal effect; % of control where 0% means no effect; nearly all actives have a fitted effect of over 45% in size
#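 ATM-like activity read as KAP-1 phosphorylation via AlphaLISA donor/acceptor antibody pairs after lysis and 6 hr at 25C. Cells were ATM-null patient fibroblasts ([…], hTERT), dosed 60 min, then exposed to the DSB inducer NCS for 30 min.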
# Giardia killer – Giardia lamblia killing. AID 540267. activity change, % at 7.66 µM, hits read low. Giardia lamblia trophozoite viability. 340,000 tested, 0.15% active; in the data active means activity change below about -80%; inconclusive means between about -30% and that limit;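 further: parasites exposed to compound for two days anaerobically before the ATP read; on the % scale 0 is the no-effect control and ±100 the full control effect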
#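 Compounds were tested on trophozoites seeded at 100 cells/well and held 48 hrs at 37 deg C anaerobically. An ATP-based luminescent kit measured the remaining live cells.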
# Coupling enz – inhibits coupling enzyme system, counter-screen for aldolase hits. 290,000 tested, 0.67% active. coupling enzyme system counterscreen, AmpLite Red fluorescence. activity change, negative = inhibition, % at 58.2 µM, hits read low; in the data active means activity change below about -30%; further: on the % scale 0 is the no-effect control and ±100 the full control effect
#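 First, compound is pin-transferred into glyceraldehyde-3-phosphate coupling-enzyme reagent at 57.5 uM final and held 10 min at RT. Next, substrate, coupling system and AmpLite Red are added. After 20 min RT, fluorescence (525/598 nm) is read.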
# TSHR antagonist – blocks TSH signaling through the human TSH receptor | P16473 | TSHR-expressing cells, TSH-stimulated cAMP HTRF, 2 h; stronger effect = lower value | activity change, negative = inhibition, % at 11.5 µM | 330,000 tested, 0.2% active | AID 504810;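 active means activity change below a set negative limit, meaning inhibition stronger than a set level, cut at about -70% in these data; inconclusive means activity change between two set negative limits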; further: on the % scale 0 is the no-effect control and ±100 the full control effect
# Target sequence (P16473 whole entry, looked up): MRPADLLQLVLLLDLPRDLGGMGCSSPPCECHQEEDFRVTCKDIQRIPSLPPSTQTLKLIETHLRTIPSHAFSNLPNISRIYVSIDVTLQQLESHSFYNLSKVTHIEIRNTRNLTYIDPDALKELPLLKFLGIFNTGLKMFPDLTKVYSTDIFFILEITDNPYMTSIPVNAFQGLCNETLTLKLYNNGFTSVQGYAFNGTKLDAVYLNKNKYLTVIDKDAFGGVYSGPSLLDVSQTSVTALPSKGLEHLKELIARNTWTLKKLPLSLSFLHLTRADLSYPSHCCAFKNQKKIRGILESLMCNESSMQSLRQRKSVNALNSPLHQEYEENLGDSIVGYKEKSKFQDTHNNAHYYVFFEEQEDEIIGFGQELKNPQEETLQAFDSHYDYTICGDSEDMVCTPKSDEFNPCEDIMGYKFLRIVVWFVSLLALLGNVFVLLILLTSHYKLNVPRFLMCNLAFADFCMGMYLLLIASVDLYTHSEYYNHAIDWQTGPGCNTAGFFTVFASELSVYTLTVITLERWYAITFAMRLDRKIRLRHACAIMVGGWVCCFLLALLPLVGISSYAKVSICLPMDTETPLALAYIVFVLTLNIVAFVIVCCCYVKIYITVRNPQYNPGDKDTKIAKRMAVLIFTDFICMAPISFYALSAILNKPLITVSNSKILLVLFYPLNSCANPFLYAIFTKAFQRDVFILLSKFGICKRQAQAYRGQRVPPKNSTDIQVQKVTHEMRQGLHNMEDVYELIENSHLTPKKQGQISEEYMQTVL
#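 Competitive HTRF cAMP read-out (cryptate anti-cAMP antibody, cAMP-d2; 30 min, room temperature) in freshly harvested TSHR cells. Compounds added before TSH at EC80 (4nM final), followed by 2 hours' incubation at 37 deg C.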
# The depositor's hits bear a star; ? = inconclusive; nt = no result given; & = joins results of further samples; [ ] = remark or other dose. Unless noted, the call rests on the fitted dose curve; in most records, active means well fitted curve in the direction sought with a large enough effect; inconclusive means small, poorly fitted or top-dose-only effect, or another doubt; inactive means no such curve, though single readings can be large; an effect the other way counts as inactive or inconclusive.
# Order of results – Tb PFK block | KCNH2 WT inh | GALK inhibitor | BCR signal inh | TCR act | CXXC DNA block | A-T KAP1 phos | Giardia killer | Coupling enz | TSHR antagonist
CCc1ccccc1NC(=O)CN(C)C(=O)Cn1ncc(Cl)c(Cl)c1=O
→ -1% | -3 | 0% | ? | 5%[46.1 µM] | 16% | 0% | -15 | 0 | -20
Cn1cc(S(=O)(=O)N2CCCC2)cc1C(=O)NCc1ccccc1Cl
→ 0% | 13 | nt | 2% | 9% | nt | 2% | 6 | -1 | -10
COc1ccc(/C=C/C(=O)c2ccc(OC)cc2OC)cc1
→ -4% | 1 | -1% | -24% | 3% | 17%&-1% | 1% | 0 | -1 | -4
Nc1nc(SCC(=O)Nc2ccc(Cl)c(S(=O)(=O)N3CCOCC3)c2)n[nH]1
→ -1% | -1 | -1% | -10% | -3% | -4% | -6% | 3 | 4 | -12
COc1ccc(-c2ccc(OC)c([C@H]3[C@H]4C=CC[C@@H](C)[C@@H]4C(=O)N3Cc3ccccc3)c2)cc1
→ 0% | -7 | 0% | 0% | 0% | 11% | -23% | 3 | 0 | -14
Cc1nc2n(n1)CC(O)CS2 (configuration not stated)
→ 0% | 4 | -2% | 2% | -3% | -24% | 11% | -14 | -1 | -11
Cc1cnc(C(=O)OCC(=O)c2ccc(F)cc2)cn1
→ -4% | -4 | -3% | -9% | -5% | 1% | 27% | -5 | nt | 14
C[C@@]12CCC3[C@@](CC[C@@H]4[C@](C)(C(=O)O)CCC[C@@]34C)(C[C@H]1O)C2 (some centres not stated)
→ 1% | nt | 2% | -2% | -3% | -6% | 4% | -24 | 3 | 3
Cc1nc(C)c(C)nc1C
→ -4% | nt | 4% | 0% | nt | 2% | nt | nt | 1 | 4
O=C(COC(=O)Cc1ccc(Br)cc1)Nc1ccc(Cl)cn1
→ 0% | 3 | nt | -6% | -6% | nt | 2% | 13 | nt | nt
O=S1(=O)C=CC(N2CCOCC2)C1 (configuration not stated)
→ 3% | 3 | 2% | 4% | 1% | 0% | 0% | 19 | 0 | 1
O=C1C(Cc2ccccc2O)NC(=S)N1c1ccccc1 (configuration not stated)
→ 2% | -35 | -1% | 11% | -5% | -2% | -2% | 4 | -1 | -6
CCOC(=O)c1cc(-c2ccc(OC)cc2)n[nH]1
→ -3% | -1 | 5% | ? | -6% | 0% | -3% | 5 | 0 | 24
Cc1nc2ccccc2c(=O)n1Nc1cccc(Cl)c1
→ 0% | -3 | -4% | 3% | 0%[46.1 µM] | 10% | 6% | -9 | 4 | -4
Cc1cc(=O)oc2c1ccc1oc(/C(=N/O)c3ccccc3)c(C)c12
→ 5% | -4 | 0% | ? | 1% | 21% | -7% | -3 | -3 | -9
CC(C)(C)C(=O)N=C1SC2CS(=O)(=O)CC2N1c1ccc2c(c1)OCO2 (configuration not stated)
→ -8% | 6 | 0% | ? | 3% | -4% | -5% | 6 | 2 | -5
COc1ccc(CN(C)CC(O)COc2ccc(C(=O)c3ccccc3)cc2)c(OC)c1OC (configuration not stated)
→ 1% | -2 | -2% | -1% | -5% | 6% | 0% | 46[activator] | 0 | -4
O=C(c1nc2ccccn2c1CN1CCN(c2ccccc2O)CC1)N1CCCC1
→ -4% | 7 | 5% | 2% | -19% | -11% | -1% | 5 | -5 | 8
Cc1cccc(C(=O)NC(=S)NNC(=O)c2cccs2)c1
→ -7% | -2 | 3% | ? | 0%[46.1 µM] | 16% | 10% | -14 | -15 | 28
Cc1cc(C)c(C)c(S(=O)(=O)N2CCC(C(=O)N3CCCC3)CC2)c1C
→ -13% | 1 | nt | -2% | -6% | nt | 7% | 18 | nt | -17

# Single records, as listed above.
# O=C(c1nc2ccccn2c1CN1CCN(c2ccccc2O)CC1)N1CCCC1 as listed: Tb PFK block: -4%; KCNH2 WT inh: 7; GALK inhibitor: 5%; BCR signal inh: 2%; TCR act: -19%; CXXC DNA block: -11%; A-T KAP1 phos: -1%; Giardia killer: 5; Coupling enz: -5; TSHR antagonist: 8
# Nc1nc(SCC(=O)Nc2ccc(Cl)c(S(=O)(=O)N3CCOCC3)c2)n[nH]1 as listed: Tb PFK block: -1%; KCNH2 WT inh: -1; GALK inhibitor: -1%; BCR signal inh: -10%; TCR act: -3%; CXXC DNA block: -4%; A-T KAP1 phos: -6%; Giardia killer: 3; Coupling enz: 4; TSHR antagonist: -12

# More compounds:
# Order of results – Tb PFK block | KCNH2 WT inh | GALK inhibitor | BCR signal inh | TCR act | CXXC DNA block | A-T KAP1 phos | Giardia killer | Coupling enz | TSHR antagonist
Cc1ccc(OC(C)C(=O)N2CCc3ccccc32)cc1 (configuration not stated)
→ 2% | -3 | 0% | 1% | -1% | 10% | 15% | 7 | 1 | -4
COc1ccccc1C(=O)NNC(=O)c1ccc(NC(=O)CC(C)C)cc1
→ 0% | 7 | 1% | -1% | -79% | ? | 6% | 6 | 7 | 8
O=C(Nc1ccccc1)c1nc[nH]c1C(=O)NCCN(CCNC(=O)c1[nH]cnc1C(=O)Nc1ccccc1)CCNC(=O)c1[nH]cnc1C(=O)Nc1ccccc1
→ 1% | -4 | nt | 3% | -3% | nt | -2% | 13 | nt | 8
Cc1ccc(S(=O)(=O)N2CCC(C(=O)N[C@@H](C)C(=O)NCC3CCCO3)CC2)cc1 (some centres not stated)
→ -1% | 2 | 1% | -1% | -11% | 4% | -1% | -3 | 5 | 22
Cn1c(SCC(=O)Nc2ccccc2)nc(O)cc1=O
→ -3% | 3 | -1% | ? | -2% | -15% | 0% | 14 | 5 | -5
Cc1nnc(SC2CC(=O)N(c3ccccc3)C2=O)s1 (configuration not stated)
→ 3% | -5 | 0% | ? | -2%[46.1 µM] | 8% | nt | 3 | 4 | 12
COc1ccc(C2(CNC(=O)c3ccc(C)cc3)CCOCC2)cc1
→ -4% | -6 | 3% | ? | 2% | -4% | 1% | -1 | 0 | 4
COC(=O)c1c(N)n(CCCN2CCOCC2)c2nc3ccccc3nc12
→ 0% | 2 | 1% | 21% | nt | -8% | 10% | 2 | -5 | 13
COC(=O)c1cccc(NC(=O)CN2C(=O)C3CCCCC3C2=O)c1 (configuration not stated)
→ 0% | -7 | nt | 17% | 0% | nt | 1% | 5 | nt | 8
Cc1cccc(OCC(=O)Nc2sc3c(c2C#N)CCC3)c1
→ -7% | -8 | -5% | ? | 2% | 0% | 4% | 6 | 0 | -10
CS(=O)(=O)OCCCCOS(C)(=O)=O
→ nt | 7 | nt | nt | 7% | -5% | nt | 3 | -1 | nt
Cc1cc(NC(=O)CSc2ccc3c(c2)OCCO3)no1
→ 0% | 8 | 0% | 10% | 3% | 15% | 11% | 4 | 1 | 16
O=C(NCCOc1ccc(Cl)cc1)c1ccc2c(c1)OCCO2
→ 3% | -16 | nt | ? | 4% | nt | -10% | 4 | nt | 8
O=CN1CCN(CC(O)Cn2c3ccccc3c3ccccc32)CC1 (configuration not stated)
→ 1% | -6 | -3% | -3% | -10% | 0% | 10% | -8 | 2 | -5
Cc1ccc(N(C(=O)C2CCC(=O)N2)C2(C(=O)NC3CCCC3)CCCCC2)cc1 (configuration not stated)
→ 1% | 4 | -2% | -7% | 1% | 1% | 7% | -5 | 2 | 7
CCOc1ccc(NC(=O)N2CCC(n3nnc4cc(C)ccc43)CC2)cc1
→ 0% | 11 | -1% | ? | -16% | -5% | 1% | -5 | 3 | 6
NC(=O)c1ccccc1NC(=O)c1ccoc1
→ -4% | 0 | -3% | 2% | -4% | -3% | 6% | 3 | nt | 1
CCN1CCN(C(=S)c2ccc(OCC(=O)N3CCOCC3)cc2)CC1
→ 1% | 1 | 2% | 18% | 3% | 7% | nt | -1 | 1 | -4
COc1ccc(NC(=O)CN2C(=O)CSC(C)C2=O)c(OC)c1 (configuration not stated)
→ 9% | -26 | 3% | -2% | -3%[46.1 µM] | -5% | -2% | 14 | 4 | 6
CC(=O)N1CCN(S(=O)(=O)c2ccc3c(c2)CCC(=O)N3)CC1
→ -12% | -3 | nt | -1% | 3% | nt | -1% | 9 | nt | -4
CCOC(=O)c1cc2c(ccn2C)n1CC(=O)N1CCCC(C)C1 (configuration not stated)
→ 3% | 6 | -1% | 6% | 3% | -11% | 2% | 0 | -9 | 3
COc1ccc(CC2SC(N)=NC2=O)cc1 (configuration not stated)
→ 0% | 0 | -2% | 4% | nt | -6% | 2% | 16 | 4 | 22
COc1cc(SC)ccc1C(=O)N(CC(=O)Nc1ccccc1Br)Cc1ccco1
→ -1% | 8 | nt | 0% | 6% | nt | 2% | -5 | nt | 2
O=C(NC(NC(=S)Nc1c(Cl)cccc1Cl)C(Cl)(Cl)Cl)c1cccc([N+](=O)[O-])c1 (configuration not stated)
→ 2% | -1 | -2% | ? | -2%[46.1 µM] | 8% | -7% | -12 | 1 | -25
Cc1nc(C(=O)NNC(=O)c2ccc(Cl)cc2)cs1
→ 0% | -6 | 2% | ? | 0% | -25% | -9% | -8 | 2 | 3
